EPAC1 agonist = activates human EPAC1 exchange factor; AID 720707; EPAC1 agonist qHTS, biochemical assay; response scale: 100% = response to 6.5 mM cAMP; hit rate 0.073% among 360,000; O95398; Potency, µM (titrated, usually from 154 µM), inactives show top-dose activation, usual class: activators; also: potency is read from the fitted curve at half-maximal effect; nearly all actives have a fitted effect of over 60% in size
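Multi-concentration qHTS readout: loss of Rap1B-bound BODIPY-GDP fluorescence driven by 100 nM EPAC1 with excess GDP (50 uM), monitored kinetically at room temperature; agonist response expressed relative to 6.5 mM cAMP.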
WRN inhibitor = WRN helicase (human) inhibition. Potency, µM (top dose mostly 114 µM), inactives show at the top dose activity change, negative = inhibition, actives largely listed as inhibitors. hit rate 0.46% among 360,000. AID 651768. WRN helicase unwinding, fluorescent forked duplex, kinetic; also: potency is read from the fitted curve at half-maximal effect; % is scaled to controls: 0 for no effect and ±100 for the full control effect; nearly all actives have a fitted effect of over 55% in size
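Screening of the MLSMR collection measured strand separation of a quenched forked DNA duplex (100 nM) by 20 nM WRN with 2 mM ATP, all final. Compounds were preincubated with enzyme 15 min at room temperature.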
EPAC2 agonist = activates human EPAC2 exchange factor. hit rate 0.079% among 360,000. EPAC2 activation, biochemical qHTS; response scale: 100% = 6.5 mM cAMP response. Q8WZA2. Potency, µM (highest dose often 154 µM), without a hit: at the highest dose activation, actives largely listed as activators; also: potency is read from the fitted curve at half-maximal effect; nearly all actives have a fitted effect of over 50% in size
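In this primary screen, activation is scored as increased exchange of BODIPY-GDP from Rap1B by 100 nM EPAC2, with 50 uM GDP as competitor. Signal is normalized to the 6.5 mM cAMP agonist control.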
CCT modulator = changes cytosolic chaperonin activity | purified chaperonin ATPase assay, HTRF ADP detection, 30 min | activity change, % (concentration not given with the values), hits read low | hit rate 0.3% among 360,000 | AID 651819; in the data active = activity change below about -30%; also: % is scaled to controls: 0 for no effect and ±100 for the full control effect
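Nucleotide hydrolysis assay: TRiC at 20–40 nM final (set by batch activity) with 10 uM ATP, 30 min at 37 °C, in presence of 76 uM compound. Detection by competitive ADP HTRF, 30 min ambient.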
EPAC1 antag = blocks human EPAC1 exchange factor | Potency, µM (titrated, usually from 115 µM), for inactives: top-dose activity change, negative = inhibition, most hits filed as inhibitors | O95398 | hit rate 0.14% among 360,000 | EPAC1 GEF assay, Rap1b-BODIPY-GDP exchange fluorescence | AID 720709;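 also: potency is read from the fitted curve at half-maximal effect; plate controls were vehicle for no effect and positive control for full effect; nearly all actives have a fitted effect of over 50% in size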
PI5P4Ka inh = PI5P4K alpha (human) kinase inhibition; P48426; PI5P4Kalpha enzyme, ADP-Glo luminescence, 60 min; hits give low values; hit rate 1.2% among 330,000; max response, %; active = max response of -50% or lower; inconclusive = between -30% and -50%; inactive = -30% or higher; also: value at the top dose of about 77 µM; % is scaled to controls: 0 for no effect and ±100 for the full control effect
Target sequence (P48426 whole entry, looked up): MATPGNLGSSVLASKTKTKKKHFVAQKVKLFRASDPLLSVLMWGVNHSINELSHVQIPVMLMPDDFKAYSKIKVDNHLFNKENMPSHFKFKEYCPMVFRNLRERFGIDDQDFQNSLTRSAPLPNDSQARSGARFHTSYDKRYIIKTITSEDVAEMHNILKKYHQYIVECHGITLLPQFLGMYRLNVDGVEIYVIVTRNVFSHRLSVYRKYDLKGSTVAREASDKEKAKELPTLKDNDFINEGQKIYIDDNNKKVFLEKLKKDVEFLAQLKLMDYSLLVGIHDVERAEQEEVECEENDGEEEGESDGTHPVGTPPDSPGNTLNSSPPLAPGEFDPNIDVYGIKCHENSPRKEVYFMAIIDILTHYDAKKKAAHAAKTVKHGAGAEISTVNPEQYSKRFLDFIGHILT
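Human PI5P4Kalpha with substrate in 0.038 M HEPES pH 7.4, 0.28 mM EGTA, 0.1% CHAPS, 5% DMSO; reaction started with 5 microM ATP (final), 60 min at room temperature. ADP formed read by ADP-Glo luminescence.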
IL2 activator = IL-2 activation. IL-2 activation reporter assay, cell-based qHTS; stimulated with anti-CD3/CD4/CD28 beads; in transgenic mouse T cells. activation, % (series mostly up to about 46 µM). hit rate 0.065% among 360,000. AID 652025; in the data active = activation above about 50%; inconclusive = mostly about 30% to 49%; also: 0% is about no effect
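Screening format: compound pinned onto unstimulated transgenic mouse T cells, 60 min incubation, then anti-CD3/anti-CD4/anti-CD28 bead stimulation for 18 hours at 37 degrees C, followed by EGFP and DsRed detection.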
PLK1 PBD block = PLK1 (human) polo-box domain binding inhibition; hit rate 2.8% among 360,000; Plk1 PBD binding of FITC phosphopeptide, fluorescence polarization; Potency, µM, without a hit: max response, negative = inhibition, most hits filed as inhibitors; AID 720504; also: potency is read from the fitted curve at half-maximal effect; series mostly up to about 57 µM; % is scaled to controls: 0 for no effect and ±100 for the full control effect; nearly all actives have a fitted effect of over 65% in size
Target sequence (P53350 whole entry, looked up, the tested form may be a part): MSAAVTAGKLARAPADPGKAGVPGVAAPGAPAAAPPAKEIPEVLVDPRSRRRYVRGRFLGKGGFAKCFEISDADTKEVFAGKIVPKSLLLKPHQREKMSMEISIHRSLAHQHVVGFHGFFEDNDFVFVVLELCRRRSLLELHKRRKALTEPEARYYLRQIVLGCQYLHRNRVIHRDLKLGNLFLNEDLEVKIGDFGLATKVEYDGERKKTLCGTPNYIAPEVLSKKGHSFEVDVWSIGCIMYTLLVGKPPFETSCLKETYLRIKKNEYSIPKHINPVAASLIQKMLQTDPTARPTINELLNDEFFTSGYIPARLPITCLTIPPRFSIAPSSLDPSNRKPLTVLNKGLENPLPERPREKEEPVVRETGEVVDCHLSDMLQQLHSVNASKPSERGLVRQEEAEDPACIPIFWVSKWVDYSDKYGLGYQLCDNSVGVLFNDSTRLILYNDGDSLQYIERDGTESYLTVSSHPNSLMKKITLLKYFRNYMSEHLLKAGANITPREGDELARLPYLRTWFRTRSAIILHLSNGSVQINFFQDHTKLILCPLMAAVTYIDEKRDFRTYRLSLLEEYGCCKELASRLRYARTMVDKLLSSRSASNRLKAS
The depositor's hits bear a star; ? = inconclusive; nt = no result given; [ ] = remark or other dose. Unless noted, calls follow the shape of the dose curve; as a rule, active = well fitted curve in the direction sought with a large enough effect; inconclusive = small, poorly fitted or top-dose-only effect, or another doubt; inactive = no such curve, though single readings can be large; an effect the other way counts as inactive or inconclusive. This is a subset; the hit share may differ from the screen's.

[1] COC(=O)Cc1nnc(Nc2cccc(C)c2)c2ccccc12
[2] O=C(O)C1CC(c2ccccc2)=Nc2ccccc2S1 (centres undefined)
[3] O=C(CN1CCCCCC1)Nc1ccc(Br)cc1Br
[4] CCOc1ccccc1C(=O)Nc1nnc(CC)s1
[5] O=C(O)c1ccc(NC(=O)c2ccccc2Br)c(NC(=O)c2ccccc2Br)c1
[6] CCN1CCN(CC(=O)N2N=C(c3cccs3)CC2c2ccc(OC)cc2)C(=O)C1=O (centres undefined)

assay / compound	1	2	3	4	5	6
PLK1 PBD block	-10%	-11%	1%	-1%	2%	-2%
PI5P4Ka inh	0	9	0	2	-1	2
EPAC1 antag	-18%	-7%	3%	0%	3%	-10%
CCT modulator	-1.5	1.5	-0.1	-0.3	-0.6	-0.7
EPAC2 agonist	6%	3%	-1%	-1%	-2%	4%
EPAC1 agonist	10%	-1%	4%	0%	-4%	7%
IL2 activator	0.3	-0.6	-3.6	0.4	0.0	0.3
WRN inhibitor	-2%	-9%	3%	8%	9%	-4%

[7] COc1ccccc1NS(=O)(=O)c1ccc(OC)c(OC)c1
[8] CCOC(=O)N1CCN(Cc2cc(=O)oc3ccc4ccccc4c23)CC1
[9] CCOC(=O)C(C)Oc1cccc2c(=O)n(CC(=O)Nc3ccc4c(c3)OCCO4)ccc12 (centres undefined)
[10] CCCC(=O)NC(Nc1cccc(C(F)(F)F)c1)C(Cl)(Cl)Cl (centres undefined)
[11] CCCCC(=O)NC(=S)Nc1ccccc1C(=O)Nc1ccccc1
[12] COc1ccc(Nc2c(-c3ccc(OC)cc3)nc3cnccn23)cc1

assay / compound	7	8	9	10	11	12
PLK1 PBD block	-8%	-1%	9%	0%	-2%	-6%
PI5P4Ka inh	4	2	0	3	nt	0
EPAC1 antag	-8%	-3%	?	-20%	-19%	-26%
CCT modulator	1.0	-4.0	-2.0	0.2	-1.0	-0.8
EPAC2 agonist	1%	-6%	-6%	1%	7%	9%
EPAC1 agonist	0%	-4%	-3%	15%	12%	-1%
IL2 activator	1.1	1.1	1.0	0.6	1.6	-0.8
WRN inhibitor	8%	-2%	-7%	-8%	4%	0%

[13] CC(=O)N1CCc2[nH]c3ccccc3c2C1
[14] CC(C)NC1CS(=O)(=O)CC1O (centres undefined)
[15] N#Cc1ccc(Oc2cc(C(F)(F)F)nc(-c3ccccn3)n2)cc1
[16] COc1ccc(C(=O)NCc2nnc(SCC(=O)Nc3ccc4c(c3)OCO4)o2)cc1
[17] Cc1ccc(OCCNC(=O)Cc2ccc(S(=O)(=O)N3CCOCC3)s2)cc1
[18] CC1(C(=O)Nc2ccc3c(c2)OCCO3)CCN1C(=O)c1cccc(F)c1 (centres undefined)

assay / compound	13	14	15	16	17	18
PLK1 PBD block	-11%	-2%	2%	-4%	-1%	-3%
PI5P4Ka inh	nt	nt	nt	-3	0	-3
EPAC1 antag	-4%	7%	-8%	-2%	15%	2%
CCT modulator	-0.4	-4.7	-1.8	-2.5	0.8	3.0
EPAC2 agonist	16%	14%	4%	4%	3%	6%
EPAC1 agonist	5%	-1%	0%	3%	-4%	4%
IL2 activator	-2.0	-1.5	0.6	1.2	15	-0.5
WRN inhibitor	-2%	-3%	-5%	5%	-12%	-1%

Laid out differently: results already given
15	N#Cc1ccc(Oc2cc(C(F)(F)F)nc(-c3ccccn3)n2)cc1
- PLK1 PBD block = 2%
- PI5P4Ka inh = nt
- EPAC1 antag = -8%
- CCT modulator = -1.8
- EPAC2 agonist = 4%
- EPAC1 agonist = 0%
- IL2 activator = 0.6
- WRN inhibitor = -5%

16	COc1ccc(C(=O)NCc2nnc(SCC(=O)Nc3ccc4c(c3)OCO4)o2)cc1
- PLK1 PBD block = -4%
- PI5P4Ka inh = -3
- EPAC1 antag = -2%
- CCT modulator = -2.5
- EPAC2 agonist = 4%
- EPAC1 agonist = 3%
- IL2 activator = 1.2
- WRN inhibitor = 5%

17	Cc1ccc(OCCNC(=O)Cc2ccc(S(=O)(=O)N3CCOCC3)s2)cc1
- PLK1 PBD block = -1%
- PI5P4Ka inh = 0
- EPAC1 antag = 15%
- CCT modulator = 0.8
- EPAC2 agonist = 3%
- EPAC1 agonist = -4%
- IL2 activator = 15
- WRN inhibitor = -12%

The listing continues:
[19] CCOc1ccc(-c2nnc(NC(=O)Cc3ccc(OC)cc3)o2)cc1
[20] CCOc1ccc(NC(=O)CN2CCN(CC(=O)Nc3ccc(F)cc3)CC2)cc1
[21] Cc1ccccc1-n1c(=O)n(CCc2ccccc2)c(=O)c2[nH]cnc21
[22] Cc1oc2cc3oc(=O)c4c(c3cc2c1C)CCC4
[23] CSc1nc(NC(C)(C)C)nc(N2CCOCC2)n1
[24] Cn1c2ccccc2c2c(C(=O)O)cn(C3CCCC3)c(=O)c21

assay / compound	19	20	21	22	23	24
PLK1 PBD block	-5%	-7%	1%	-5%	-6%	0%
PI5P4Ka inh	3	8	-16	nt	-2	1
EPAC1 antag	5%	7%	2%	14%	14%	-14%
CCT modulator	-0.3	-7.0	-4.2	0.8	0.6	-2.5
EPAC2 agonist	5%	7%	4%	-7%	4%	7%
EPAC1 agonist	3%	1%	-3%	9%	0%	-13%
IL2 activator	0.1	1.9	0.3	-2.9	-1.6	1.0
WRN inhibitor	?	-1%	-3%	-5%	3%	0%

[25] Cc1c(/C=N/N2C(=O)C3C4C=CC(C4)C3C2=O)c2ccccc2n1C (centres undefined)
[26] Fc1ccc2nc(C3CCCCN3Cc3nc(CC4CC4)no3)[nH]c2c1 (centres undefined)
[27] CC(=C/C(=O)O)/C(=C/c1ccccc1)C(=O)O
[28] CCCn1nnnc1SCC(=O)Nc1cccc(NC(=O)c2ccco2)c1
[29] CC1=C(C(=O)N(C(C)C)C(C)C)CC(CC(=O)NCCCCc2ccccc2)C(=O)N1Cc1ccc(F)cc1 (centres undefined)
[30] CCc1ccccc1C1=CC(=O)C[C@H](c2ccc(OC)cc2)C1

assay / compound	25	26	27	28	29	30
PLK1 PBD block	2%	-17%	-1%	-13%	1%	-6%
PI5P4Ka inh	-3	8	-7	0	6	13
EPAC1 antag	7%	-20%	-18%	-2%	-20%	-2%
CCT modulator	-0.1	1.7	-0.5	-0.9	-0.4	0.4
EPAC2 agonist	1%	5%	8%	7%	-2%	8%
EPAC1 agonist	2%	-3%	7%	8%	-6%	3%
IL2 activator	0.4	-0.3	-0.1	-0.1	-0.3	-0.8
WRN inhibitor	9%	2%	0%	0%	-1%	2%

[31] O=C(CC[C@H]1O[C@@H](n2ccc(=O)[nH]c2=O)[C@H](O)[C@@H]1O)N[C@@H](Cc1ccccc1)C(=O)NCc1ccccc1
[32] CCCNC(=O)COc1coc(CN2CCN(c3ccc(F)cc3)CC2)cc1=O
[33] CCCCn1c(N)c(N(CC(C)C)C(=O)c2cc(-c3ccc(OC)cc3)nc3ccccc23)c(=O)[nH]c1=O
[34] CC(C)CNC(=O)c1cccc2c(-c3ccc(F)c(F)c3)coc12
[35] O=C(CSc1nc2ccccc2[nH]1)N1CCN(S(=O)(=O)c2ccc(Cl)cc2)CC1
[36] COC(C(=O)Nc1ccnn1C1CCN(Cc2nccs2)CC1)c1ccccc1 (centres undefined)

assay / compound	31	32	33	34	35	36
PLK1 PBD block	-12%	-9%	2%	-4%	-25%	-3%
PI5P4Ka inh	-4	-2	-4	1	-5	3
EPAC1 antag	-9%	23%	4%	-21%	-10%	38%[activator]
CCT modulator	-0.7	-2.0	-0.6	-2.4	-1.7	2.0
EPAC2 agonist	10%	6%	0%	3%	9%	11%
EPAC1 agonist	5%	10%	-2%	-2%	-3%	8%
IL2 activator	1.7	-1.5	-0.5	-0.2	0.5	-2.2
WRN inhibitor	-13%	-3%	7%	-9%	6%	?

[37] CC(Nc1ccc(N2CCOCC2)cc1)C(=O)N1c2ccccc2CC1C (centres undefined)
[38] O=C1CSC(=Nc2cccc(Cl)c2Cl)N1Cc1cccnc1
[39] Nc1cc(Nc2ccccc2)c2nonc2c1[N+](=O)[O-]
[40] CCOc1ccc(N(C(=O)c2cnccn2)C(C(=O)NC2CCCCC2)c2ccc(O)cc2)cc1 (centres undefined)
[41] Cc1ccc(S(=O)(=O)c2nc(C)c3c(n2)CCC3)cc1
[42] CCCCC1(CC(=O)OCC)SCCN1C(N)=O (centres undefined)

assay / compound	37	38	39	40	41	42
PLK1 PBD block	0%	-10%	10%	-5%	-8%	-2%
PI5P4Ka inh	-4	0	-2	6	-4	0
EPAC1 antag	20%	2%	24%	-19%	11%	15%
CCT modulator	-0.9	-2.3	-0.3	1.9	-3.2	0.8
EPAC2 agonist	8%	-11%	-7%	-1%	4%	9%
EPAC1 agonist	9%	-2%	-7%	-10%	0%	-6%
IL2 activator	0.0	-2.9	?	-0.6	0.8	-3.4
WRN inhibitor	-1%	0%	-16%[11.6 µM]	2%	-1%	7%

[43] CCCCN1C(=O)NC(c2cccc([N+](=O)[O-])c2)C(C(=O)OCC)=C1C (centres undefined)
[44] Cn1nc(-c2ccc(Cl)cc2)c2cc(C(=O)N3CCN(c4ccccn4)CC3)sc21
[45] Cc1ccc(C(=O)Oc2ccc(C(=O)COC(=O)C3CC(=O)N(Cc4ccco4)C3)cc2)cc1 (centres undefined)
[46] Cc1cc(NC(=O)CSc2nnc(-c3c[nH]c4ccccc34)n2-c2ccc(Cl)cc2)no1
[47] O=C(c1cnccn1)N1CCc2ccccc2C1
[48] O=c1[nH]c(=S)n(-c2cccc(Cl)c2)c(O)c1/C=N/N1CCOCC1
[49] [N-]=[N+]=NC[C@H](Cc1ccccc1)N1CCN(Cc2ccccc2)CCC1=O
[50] COc1ccc(S(=O)(=O)Nc2ccccc2C(=O)NCc2cccnc2)cc1OC
[51] Cc1ccc(N2C(=O)CC(N3CCN/C3=C3\CC/C(=C\c4ccccc4)C3=O)C2=O)cc1 (centres undefined)

assay / compound	43	44	45	46	47	48	49	50	51
PLK1 PBD block	-3%	-1%	?	-4%	-1%	-8%	-20%	-7%	-9%
PI5P4Ka inh	3	10	?	nt	2	-25	-2	2	7
EPAC1 antag	9%	-2%	?	2%	-3%	-13%	-4%	-27%	-29%
CCT modulator	-2.5	-3.4	-3.3	0.2	0.0	-0.3	-0.8	0.4	-1.8
EPAC2 agonist	0%	7%	4%	0%	2%	7%	3%	2%	2%
EPAC1 agonist	-4%	-23%	7%	-10%	-3%	-2%	0%	13%	4%
IL2 activator	-4.1	-3.0	2.4	1.8	-1.6	5.1	-2.6	0.2	-0.3
WRN inhibitor	-8%	-1%	?	5%	-15%	-6%	?	-11%	-13%

Screening data deposited in PubChem BioAssay by National Center for Advancing Translational Sciences (NCATS).
